SMARCA2 activ: increases SMARCA2 function in MMTV reporter cells. AID 652017. activation, % at 9.1 µM. 370,000 tested, 1% active. MG213 cells, MMTV-luciferase reporter, dexamethasone, overnight; in the data active means activation above about 7.8%;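 further: 0% = vehicle wells and 100% = reference activator wells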
Rev-erbA mod: modulators of human Rev-erb alpha DNA binding. P20393. activity, % at 10 µM. Rev-erbα–FITC-DNA binding, fluorescence polarization, 90 min. 370,000 tested, 0.79% active. AID 1259318;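 active means activity above about 14%, limit read from the data; passing the limit was not always enough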;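 further: 0% = DMSO wells with 35 nM protein and 100% = DMSO wells with 750 nM protein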
Target sequence (P20393 whole entry, looked up): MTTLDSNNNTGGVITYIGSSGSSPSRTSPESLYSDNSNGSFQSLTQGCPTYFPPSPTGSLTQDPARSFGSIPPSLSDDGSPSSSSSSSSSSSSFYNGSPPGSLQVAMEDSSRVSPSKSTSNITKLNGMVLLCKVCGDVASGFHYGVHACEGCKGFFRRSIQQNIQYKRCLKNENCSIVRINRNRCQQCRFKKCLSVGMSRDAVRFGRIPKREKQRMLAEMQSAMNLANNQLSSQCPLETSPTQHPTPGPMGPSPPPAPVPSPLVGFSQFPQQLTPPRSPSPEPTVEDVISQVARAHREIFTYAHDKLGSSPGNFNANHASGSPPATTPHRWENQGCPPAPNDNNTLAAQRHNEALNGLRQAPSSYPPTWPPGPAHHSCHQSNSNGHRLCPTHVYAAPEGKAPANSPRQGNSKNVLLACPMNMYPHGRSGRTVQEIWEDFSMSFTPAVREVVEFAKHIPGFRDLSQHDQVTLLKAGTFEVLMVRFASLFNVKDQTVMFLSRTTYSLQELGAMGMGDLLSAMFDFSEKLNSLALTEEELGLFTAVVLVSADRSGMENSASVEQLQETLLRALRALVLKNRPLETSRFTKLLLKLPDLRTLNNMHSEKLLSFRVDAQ
ssDAF12 agonist: activators of S. stercoralis DAF-12 nuclear receptor; HEK293 ssDAF-12/GRIP1 lit1-tk-luc reporter, luminescence; % of 3 µM dafachronic acid response; activation, % at 6.8 µM; 370,000 tested, 1% active; AID 652126;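 active means activation above the mean over all tested compounds plus 3 SD, cut at about 0.9% in these data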;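 further: 0% = DMSO-only wells and 100% = 3 µM delta7-dafachronic acid wells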
PG9 binder: PG9 antibody binding by small molecule; TR-FRET gp120-PG9 antibody binding; 360,000 tested, 0.43% active; inhibition, % at 6.7 µM; in the data active means inhibition above about 8.5%
DAX1 inh-1: NR0B1 (DAX1) inhibition | AID 504766 | inhibition, % at 6.75 µM | HEK293 Gal4-DAX1 luciferase reporter, luminescence | 340,000 tested, 0.99% active;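 active means inhibition above the mean over all tested compounds plus 3 SD, cut at about 4.2% in these data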;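 further: 0% = DAX1-transfected cells with DMSO and 100% = empty-vector control cells with DMSO; inhibition shows as a rise in luminescence from relieved DAX1 repression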
Target sequence (P51843 207-470 limits assumed): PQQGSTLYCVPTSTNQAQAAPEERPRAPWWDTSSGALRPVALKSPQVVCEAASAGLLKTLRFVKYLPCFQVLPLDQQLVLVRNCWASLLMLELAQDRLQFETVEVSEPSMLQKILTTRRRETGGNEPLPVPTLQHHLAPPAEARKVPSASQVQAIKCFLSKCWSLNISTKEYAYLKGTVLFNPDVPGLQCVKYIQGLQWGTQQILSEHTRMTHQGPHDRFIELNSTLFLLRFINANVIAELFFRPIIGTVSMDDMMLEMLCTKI
DAX1 inh-2: inhibitors of DAX1 repression of SF-1 activated StAR promoter | HEK293T StAR-luciferase reporter, SF-1/DAX-1 repression relief | inhibition, % at 6.8 µM | 370,000 tested, 1.1% active | AID 652010;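 active means inhibition above the mean over all tested compounds plus 3 SD, cut at about 3.6% in these data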;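 further: 0% = DAX-1 cells with DMSO and 100% = cells lacking DAX-1 with DMSO; higher inhibition means more luminescence from relief of DAX-1 repression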
HGIII-sPLA2 inh: Blocks human group III sPLA2 activity | Q9NZ20 | inhibition, % at 12.2 µM | QFRET BODIPY PC-A2 liposome hydrolysis, fluorescence | AID 743126 | 370,000 tested, 0.56% active;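 active means inhibition above mean plus 3 SD of compounds lying within the high and low control bounds, cut at about 19% in these data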;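 further: 0% = median of test compound wells and 100% = no enzyme DMSO wells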
hcDAF-12 act: activates DAF-12 receptor from parasite H. contortus. HEK293 hcDAF-12 lit1-tk-luc reporter, luminescence; 0% DMSO, 100% Δ7-dafachronic acid. activation, % at 6.8 µM. 370,000 tested, 1.4% active. AID 652067;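 active means activation above the mean of all tested compounds plus 3 SD, cut at about 5.5% in these data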;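 further: 100% = response to 3 µM Δ7-dafachronic acid high control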
FXN GAA850 act: frataxin GAA850 promoter activation | HEK293 lucGAA850 FXN promoter luciferase reporter, 24 h; percent of 10 µM SAHA response | activation, % at 6 µM | 360,000 tested, 0.56% active | AID 540364;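 active means activation above the average of all compounds screened plus 3 SD, cutoff fixed separately per campaign, cut at about 7.5% in these data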;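 further: 0% = DMSO wells and 100% = 10 µM SAHA wells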
PLCb3 inh: PLC-beta3 (human) inhibition, primary screen; Q01970; Purified PLC-beta3, fluorogenic substrate, fluorescence; inhibition, % at 12.2 µM; 370,000 tested, 0.18% active; in the data active means inhibition above about 11%;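 further: 0% = median of compound wells on plate and 100% = full blocker control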
hgDAF12 agonist: hgDAF-12 agonism, primary luciferase screen | HEK293 GAL4-hgDAF12 UAS-luciferase reporter, agonist luminescence; normalized to butyrate control | activation, % at 6.8 µM | 370,000 tested, 1.8% active;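 active means activation above a cutoff set at the mean of all screened compounds plus 3 SD, cut at about 10% in these data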;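 further: 0% = DMSO wells and 100% = sodium butyrate wells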
Active calls of the source: *; / = no result given.

SMILES | SMARCA2 activ | Rev-erbA mod | ssDAF12 agonist | PG9 binder | DAX1 inh-1 | DAX1 inh-2 | HGIII-sPLA2 inh | hcDAF-12 act | FXN GAA850 act | PLCb3 inh | hgDAF12 agonist
Cc1nnc(SCC(=O)Nc2ccc3c(c2)OCO3)s1 | -1.0 | 3.1 | -0.7 | -0.6 | 0.5 | 0.0 | 2.9 | -1.7 | 1.8 | -1.2 | 2.0
CCN(CC)CCSc1nc2ccc(OC)cc2[nH]1 | -1.0 | -2.7 | -1.0 | -0.7 | 3.7 | 0.6 | 11.1 | -0.7 | 0.7 | -10.1 | -3.4
O=C(O)c1cc(NCc2ccccc2C(F)(F)F)ccc1N1CCOCC1 | -2.6 | -4.7 | -1.8 | -0.2 | -0.6 | -0.5 | 6.5 | -0.5 | -1.5 | -43.4 | -2.7
CCc1ccc(C(=O)COC(=O)CNC(=O)c2ccco2)cc1 | -0.1 | -0.9 | -0.9 | -0.3 | -0.8 | -0.5 | -5.2 | 0.4 | 1.0 | 0.7 | 3.1
CC(=O)C[C@@H](O)CC(=O)[C@@H]1OC(=O)CCCCCc2ccccc21 | 1.5 | 6.5 | -0.9 | 2.4 | 0.2 | 1.3 | -2.1 | 0.0 | -1.0 | -1.9 | -1.7
COc1ccc(/C=C/C(=O)Nc2cccnc2)cc1OC | 1.5 | -9.8 | -1.0 | -1.3 | 3.1 | -0.2 | -0.7 | -1.0 | 5.4 | -60.1 | 8.1
COC(=O)[C@]12C[C@H](CC(=O)N3CCCCC3)C(=O)N(Cc3cccc4ccccc34)C1=C[C@H](C(C)(C)C)O[C@@H]2C | -1.9 | 5.8 | -0.3 | / | / | -1.6 | -7.2 | 0.5 | / | 3.0 | -2.1
CC(=O)Nc1ccc(NC(=O)CSc2nnc(NC(=O)c3ccc(Br)o3)s2)cc1 | 2.9 | -10.9 | -0.9 | -1.6 | -0.1 | 0.5 | 0.6 | -0.4 | 1.3 | -8.8 | 0.7
C/C=C/COC(=O)c1[nH]c2c(c1C)C(=O)CC(c1ccco1)C2 (stereo unspecified) | -1.5 | -9.7 | -0.2 | 0.9 | -4.2 | 2.4 | 5.1 | -1.9 | -3.0 | -45.2 | -2.6
Cc1ccc2cc(/C=N/NC(=O)[C@H](C)NC(=O)OC(C)(C)C)c(Cl)nc2c1 | 0.8 | -6.5 | -0.4 | -0.7 | -0.4 | -0.6 | 0.6 | 0.6 | 1.4 | 2.6 | 4.1
CCN(c1ccc(OC)cc1)S(=O)(=O)c1nnc(NC(=O)C2CCCCC2)s1 | -2.5 | 0.6 | -1.6 | -0.4 | 1.3 | 1.1 | -6.1 | 0.6 | 3.9 | 5.6 | -2.9
Cc1ccccc1OCC(=O)N(Cc1cccc(F)c1)C1CCS(=O)(=O)C1 (stereo unspecified) | -0.3 | -2.3 | -1.3 | 0.8 | 0.2 | -2.0 | -3.7 | 0.1 | -2.5 | 0.0 | -1.0

Brought forward from above: 2 compounds, then new ones.
SMILES | SMARCA2 activ | Rev-erbA mod | ssDAF12 agonist | PG9 binder | DAX1 inh-1 | DAX1 inh-2 | HGIII-sPLA2 inh | hcDAF-12 act | FXN GAA850 act | PLCb3 inh | hgDAF12 agonist
CCN(c1ccc(OC)cc1)S(=O)(=O)c1nnc(NC(=O)C2CCCCC2)s1 | -2.5 | 0.6 | -1.6 | -0.4 | 1.3 | 1.1 | -6.1 | 0.6 | 3.9 | 5.6 | -2.9
Cc1ccccc1OCC(=O)N(Cc1cccc(F)c1)C1CCS(=O)(=O)C1 (stereo unspecified) | -0.3 | -2.3 | -1.3 | 0.8 | 0.2 | -2.0 | -3.7 | 0.1 | -2.5 | 0.0 | -1.0
Cc1cc(NC(=O)c2c(F)cccc2F)n(-c2nc3ccccc3[nH]2)n1 | 4.7 | 0.0 | -1.2 | -2.4 | -1.0 | -0.8 | 18.0 | 0.3 | 0.9 | 0.4 | 4.1
CC(NC(=O)C1CCC(CNc2c(N3CCCCC3)c(=O)c2=O)CC1)c1ccccc1 (stereo unspecified) | -1.9 | 1.1 | -1.2 | -1.6 | 5.8* | 0.3 | 1.4 | 0.2 | 1.1 | 3.9 | -0.6
O=C(N/N=C/c1cccc(O)c1)c1ccc(COc2ccccc2Br)cc1 | 1.2 | 1.6 | -1.4 | 0.5 | -0.4 | 0.0 | -22.2 | -2.3 | 0.9 | -3.7 | 1.6
COc1cccc(/C=N/NC(=O)CNC(=O)COc2ccccc2)c1O | 1.6 | -2.7 | -0.5 | 0.8 | -0.6 | -1.0 | -8.4 | -1.4 | -3.9 | -63.1 | -3.6
CC(C)CC(N)c1csc(NC(=O)NCCc2ccccc2)n1 (stereo unspecified) | -4.6 | -1.8 | -1.4 | 0.1 | / | 1.6 | 9.4 | 0.9 | 0.7 | 0.2 | -1.0
N#CCSc1nc2ccc(N3CCCCC3)cc2c(=O)n1Cc1ccccc1 | 0.1 | -4.3 | -2.2 | 2.5 | 0.3 | -0.6 | 6.2 | -1.7 | 1.7 | -349.6 | -2.5
COc1ccc(-n2ncc3c(NCc4ccco4)ncnc32)cc1 | 4.8 | -4.2 | -0.7 | 3.8 | 4.0 | 2.1 | -12.5 | 1.8 | 1.0 | -25.9 | 5.2
COc1ccc(-n2nc(C(=O)NCC(=O)N3CCOCC3)c3ccccc3c2=O)cc1OC | 1.3 | 3.5 | -1.1 | -0.4 | 1.2 | -0.3 | -0.5 | -1.9 | 0.6 | -24.8 | 0.4
COc1ccc(OCCSc2nc(C)nc3ccccc23)cc1 | -3.6 | 4.9 | -1.8 | 0.0 | 1.2 | -0.2 | 0.2 | -0.5 | 3.8 | 2.8 | -0.4
CC(=O)c1ccc(OCCCC(=O)Nc2cc(Cl)ccc2-n2cncn2)cc1 | -3.3 | -0.1 | -0.5 | -1.6 | 0.1 | 1.2 | 1.8 | 0.9 | -0.5 | 5.6 | -0.2
Cc1ccccc1P(=O)(c1ccccc1)c1ccccc1C | -1.4 | 3.1 | -1.3 | 0.1 | -0.3 | 0.8 | -4.8 | -1.0 | 0.4 | 1.1 | 1.4
O=C(CSCc1c(Cl)cccc1Cl)NN=C1CCCC1 | -4.9 | 1.3 | -1.3 | 0.9 | -0.8 | 0.2 | -2.9 | -3.0 | 1.5 | -4.6 | 1.0
COc1ccc(NC(=O)c2cc(C3CCCCN3C(=O)c3ccccc3)on2)c(C)c1 (stereo unspecified) | -4.0 | -2.0 | -1.4 | 2.0 | / | -1.5 | 9.3 | -4.2 | -0.2 | -5.1 | -1.3
COCc1cccc(-c2cc(C(=O)OC)c3n(c2=O)CCC3)c1 | -1.2 | -3.8 | -1.2 | / | / | -1.6 | -5.1 | -1.3 | / | -2.2 | -1.1
COc1ccccc1/C=C/C(=O)NCC(=O)N/N=C(/C)c1ccc(Cl)cc1 | -3.8 | 4.4 | -1.3 | 0.3 | 0.2 | -0.4 | 0.4 | 1.9 | -0.7 | -24.1 | -1.4
CCCCOC(=O)Cn1c(=N)n(CCN(CC)CC)c2ccccc21 | -1.4 | 8.9 | -1.3 | -0.6 | 0.0 | 1.0 | 9.2 | 1.1 | 2.0 | 9.5 | 2.8
Cc1ccc(C(=O)N2N=C(c3ccc(NS(C)(=O)=O)cc3)CC2c2cccs2)cc1 (stereo unspecified) | 0.3 | 1.1 | -1.8 | 0.4 | -0.2 | -0.5 | -35.1 | -0.9 | 4.2 | -30.2 | -2.4
O=S(=O)(Nc1ccc2c(c1)OCCO2)c1c(F)cccc1F | 2.0 | 3.5 | -1.8 | 0.7 | -0.4 | -0.2 | -3.4 | -1.5 | 4.3 | 0.4 | -1.4
COc1ccccc1CNC(=O)COC(=O)Cc1ccc(Cl)cc1 | -0.1 | -2.8 | -1.3 | -1.1 | 0.9 | 0.1 | -7.1 | -1.5 | 0.8 | 1.7 | 0.1
O=C(Nc1cccc(C(F)(F)F)c1)c1cccnc1N1CCN(CCO)CC1 | -1.6 | -3.2 | -1.7 | 0.3 | -1.9 | -0.3 | -2.3 | -0.5 | -1.3 | -0.3 | -0.2
Cc1ccc2oc(-c3cccc(NC(=S)NC(=O)c4cccs4)c3)nc2c1 | 6.5 | 0.2 | -0.7 | 0.1 | 1.1 | 1.1 | 11.1 | 2.7 | 3.2 | -17.1 | 3.5
COc1cc2c(cc1OC)CN(C(=O)CCNS(=O)(=O)c1ccccc1F)CC2 | -0.2 | -1.7 | -0.8 | -2.7 | 0.5 | 0.7 | 6.9 | 0.8 | 0.7 | -46.5 | 0.0
O=C(c1ccc(S(=O)(=O)N2CCOCC2)cc1)N1CCN(S(=O)(=O)c2ccc(Cl)s2)CC1 | 5.7 | 4.1 | -1.1 | -3.1 | -1.6 | 0.4 | -0.5 | -0.8 | -2.7 | -8.0 | -0.1
Cc1ccc(S(=O)(=O)N2CCCC2C(=O)NCCc2nc3ccccc3[nH]2)cc1 (stereo unspecified) | -4.5 | -3.3 | -0.8 | 2.2 | -0.9 | -1.4 | -2.4 | -1.5 | -0.2 | 2.6 | -3.1
CC[C@H](C)[C@@H]1NC(=O)c2cc([N+](=O)[O-])cc(I)c2SC[C@@H](C(N)=O)NC(=O)[C@H](CCCCN)NC1=O | 0.7 | -1.6 | -1.1 | -1.6 | / | 0.3 | 6.3 | -1.9 | / | 4.8 | 2.7
N#Cc1ccccc1OCC(=O)Nc1ccc(N2CCOCC2)cc1N1CCOCC1 | -1.8 | 2.2 | -0.2 | -1.0 | 1.4 | -1.6 | 2.9 | 2.1 | 0.0 | -12.4 | -2.1
CCn1c(C)cc(=S)c2ccccc21 | -1.8 | 5.6 | -0.8 | 4.6 | 0.2 | -0.3 | 1.9 | -2.1 | 4.2 | -10.1 | -0.7
O=C1OC2(CCCCC2)OC(=O)C1=CNc1ccc2c(c1)OCO2 | 3.1 | 0.6 | -2.1 | -0.4 | -0.7 | 0.2 | 1.0 | 1.9 | -1.4 | -7.8 | 3.2
Cc1cccc(NS(=O)(=O)c2ccc(C)c(C(=O)NCC(c3cccs3)N3CCOCC3)c2)c1 (stereo unspecified) | 1.6 | -3.5 | -1.4 | -0.6 | 0.3 | -2.3 | -16.4 | -1.2 | -2.5 | -3.2 | 0.9
Cc1ccc(NC(=S)NC2CCCCC2)cc1S(=O)(=O)N(C)C | 5.7 | 3.1 | -1.0 | 1.2 | 0.6 | 0.0 | -4.8 | 0.9 | 2.2 | -4.4 | -0.1
O=C(C(Sc1ccccc1)c1ccc(Br)cc1)N1CCOCC1 (stereo unspecified) | 2.0 | -4.2 | -1.2 | -3.6 | -0.9 | 0.1 | -7.4 | -2.2 | -0.6 | 3.0 | -2.8
CCC(C)N(C(=O)c1csnn1)C(C(=O)NC1CCCC1)c1ccc(F)cc1 (stereo unspecified) | -1.9 | 0.3 | 0.3 | -0.6 | -1.5 | -0.1 | 2.9 | 0.6 | -1.1 | -3.7 | -1.6
CC(C)CCN1C(=O)c2ccc(C(=O)Nc3ccc(O)cc3C(=O)O)cc2C1=O | 3.7 | 1.6 | -1.0 | -3.0 | -1.1 | 0.8 | -9.7 | 1.3 | 0.8 | -5.0 | 2.0
COCCNC(=O)c1ccc(CS(=O)(=O)c2c(Cl)cccc2Cl)o1 | 5.2 | -1.1 | -1.5 | -2.1 | 3.6 | -0.1 | 12.7 | -0.6 | 0.4 | -7.9 | 0.6

Screens: PubChem, several laboratories
